# TTR transcr act = increases transthyretin transcription; SH-SY5Y TTR promoter Gaussia luciferase, luminescence; 100% = recombinant luciferase protein wells; activation, % at 16.7 µM; 92,000 tested, 1.3% active; AID 1117267;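 active = activation above the mean of all tested compounds plus 3 SD, cut at about 9.5% in these data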;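 also: cells exposed to compounds for one day before reading; 0% = median of all test compound wells on the plate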
# Active calls of the source: *.
Structure	TTR transcr act
Cc1ccc(C)c(C(=O)COC(=O)c2cccc(N3C(=O)c4c(C)nc5ccccc5c4C3=O)c2)c1	4.0
CN(c1ccccc1)S(=O)(=O)c1cccc(C(=O)NNC(=O)c2ccccc2)c1	2.7
Cc1ccc(OCC(=O)O/N=C(\N)c2ccccn2)cc1C	-1.8
CCCCc1c(O)nc(SCC(=O)N2CCOCC2)[nH]c1=O	1.3
COc1ccc(C(=O)Nc2cccc(C(=O)N3CCN(C)CC3)c2)cc1	-2.2
COc1cccc(NC(=S)/C(=C(\[O-])c2cc(C)n(-c3ccccc3F)c2C)[n+]2ccc(N(C)C)cc2)c1	-3.0
Cc1cc(C)n2nc(SCc3nnc(-c4cccs4)o3)nc2n1	-1.3
Cc1ccc(S(=O)(=O)n2nc(OC(=O)c3cccc(F)c3)cc2N)cc1	-1.5
O=C(O)c1ccc(S(=O)(=O)c2ccccc2)cc1	4.8
O=C(Cc1ccccc1)NCCCc1ccccc1	-0.7
O=c1[nH]nc(-c2ccc(F)cc2)cc1Cc1ccccn1	-1.6
COc1ccc(CCC(=O)N2CCN(C3CCCCC3)CC2)cc1	14*
Cc1cc(=O)[nH]c2ccc(S(=O)(=O)NCc3ccccc3)cc12	-0.4
O=S1(=O)CC(N2CC=CC2)CN1Cc1ccccc1 (stereo not drawn)	-0.9
FC(F)(F)c1ccccc1-n1c(-c2ccco2)n[nH]c1=S	-2.1
O=C(COC(=O)Cc1ccc(-c2ccccc2)cc1)NCc1ccccc1	-1.4
O=C(CCS(=O)(=O)c1ccccc1)Nc1cccc2c1C(=O)NC2=O	-1.3
COCCNC(=O)C1(C)CCN(C(=O)c2cc(-c3ccccc3)cs2)C1 (stereo not drawn)	1.5
O=C(Cn1nnc(-c2ccncc2)n1)N1CCc2ccccc21	-0.6
N#CC(C#N)=C1C=CC=CN1/C(=C\c1ccccc1)C(=O)c1cccs1	0.2
CC(=O)Nc1ccc(C(=O)COC(=O)Cc2ccsc2)c(F)c1	-1.2
NCC(=O)NCC(=O)NC[C@H]1O[C@@H](n2ccc(=O)[nH]c2=O)[C@H](O)[C@@H]1O	1.9
O=C(c1cccc(Cl)c1)N1CCCC(c2ccc(Cl)cc2)=N1	4.6
CCOc1ccc(N2C(=O)CC(N3CCN(c4ccc(C(=O)c5ccncc5)cc4)CC3)C2=O)cc1 (stereo not drawn)	3.0
COc1cccc(/C=C(\C(=O)O)c2ccccc2)c1	-1.1
CC1=NN(C(=O)Cc2ccccc2)C(O)(c2cccnc2)C1 (stereo not drawn)	-0.7
N#Cc1ccc(OCC(O)CN2CCN(CC(O)COc3ccc(C#N)cc3)CC2)cc1 (stereo not drawn)	-0.8
Cc1cc2c(cc1C)NC(c1cccnc1)C1=C(CC(C)(C)CC1=O)N2 (stereo not drawn)	-0.9
Cc1ccc(/C=C2\C(=O)NC(=O)N2C)o1	-0.6
O=C(NC1CCCCC1)C(c1ccc(-c2ccccc2)cc1)n1c(=O)c(-c2ccco2)nc2ccccc21 (stereo not drawn)	-0.4
O=C(NCc1ccccc1)C(c1cc2ccccc2o1)n1c(=O)c(-c2ccco2)nc2ccccc21 (stereo not drawn)	1.4
CCOC(=O)C1CCCN(Cc2ccc3c(c2)OCO3)C1 (stereo not drawn)	0.1
Fc1ccc(NC(=S)N/N=C/c2cccc(Br)c2)c(F)c1	0.1
O=C(c1ccccc1)c1ccc2ccccc2c1	-0.5
CCOC(=O)C1=C(CP(=O)(c2ccccc2)c2ccccc2)NC(=O)NC1c1ccc(Cl)cc1 (stereo not drawn)	-0.2
CCCC1CCC2(CC1)CCC2OC(=O)Nc1ccc2c(c1)OCO2 (stereo not drawn)	1.1
COc1cccc(CNC(=O)c2ccccc2NC(=O)C2=C(C)OCCS2)c1OC	1.2
CSCCOC(=O)C1=C(C)NC(=O)NC1c1ccc2c(c1)OCO2 (stereo not drawn)	0.0
Cc1ccc2c(c1)C1CS(=O)(=O)N(Cc3ccccc3)C(=O)N1C2 (stereo not drawn)	1.1
CC1CCCCC1NC(=O)c1ccc(CNc2c(N3CCCC3)c(=O)c2=O)cc1 (stereo not drawn)	1.9
O=C(C[C@H]1CC[C@H](NC(=O)Nc2ccccc2F)[C@@H](CO)O1)NCc1ccc(-c2ccccc2)cc1	-0.9
CCOCCOc1cccc(C(=O)NC(c2ccccc2)C(C)C)c1 (stereo not drawn)	-1.1
CCN(C(=O)Cn1c([N+](=O)[O-])cnc1C)c1ccccc1	-0.1
O=C(COC(=O)c1ccccc1Br)NCC1CCCO1 (stereo not drawn)	-0.7
Cc1cccc(C)c1N1C(=O)c2ccccc2C1=O	-0.8
O=C(c1ccccc1)c1ccc(O)c(O)c1O	-1.4
O=C(NCC1CCCO1)c1ccc(NC(=O)c2cc(F)c(F)cc2Cl)cc1 (stereo not drawn)	-0.6
CCCCNC(=O)c1c[nH]c2ccc(S(=O)(=O)N3CCOCC3)cc2c1=O	0.0
Nc1nc(NCc2ccco2)nc(N2CCN(Cc3ccccc3)CC2)c1[N+](=O)[O-]	1.9
COC(=O)c1cc(S(=O)(=O)Nc2cc(S(=O)(=O)N(C)C)ccc2C)oc1C	0.5
Cc1cccc(C)c1NC(=O)CN1C(=O)C2CC=CCC2C1=O (stereo not drawn)	-0.8
COc1cc(CCC(=O)OCC(=O)Nc2ccccc2C#N)cc(OC)c1OC	2.5
C=CCn1c(C)cc(C(=O)COc2ccc(C)nc2[N+](=O)[O-])c1C	-1.0
Cc1cc(N/N=C/c2ccncc2)nc2ccccc12	-2.0
Cc1ccc(C(=O)Nc2c(C#N)c(C)c(C)n2Cc2ccccc2)cc1	0.7
C#CCOCCOCCOCCNc1nc(N2CCOCC2)nc(N2CCN(C(=O)[C@H](CCCCN)n3cc([C@@H](N)CO)nn3)CC2)n1	2.2
O=C1C2C3C=CC(C3)C2C(=O)N1c1ccc(-c2nc3ccccc3c(=O)o2)cc1 (stereo not drawn)	-0.2
O=C(NN(C(=O)c1ccccc1)c1ccccc1)c1ccccc1	-1.1
Cn1cc(Cl)c(C(=O)N(Cc2ccccc2)c2ccccn2)n1	-1.1
Cn1c(/C(C#N)=C/c2ccc(-c3ccc(S(N)(=O)=O)cc3)o2)nc2ccccc21	-3.0

# Going on with the list.
Structure	TTR transcr act
CCCCC#CC(CC)NCc1ccc(OC)cc1OC (stereo not drawn)	2.1
O=[N+]([O-])c1cc([N+](=O)[O-])c2cccnc2c1Oc1ccccc1O	-2.5
O=C(COC(=O)CCC(=O)c1ccc(Cl)cc1)NC1CC1	1.8
CN(CCO)c1cc(N2CCCCC2)c2nonc2c1[N+](=O)[O-]	1.0
Cc1cc(/C=N/NC(=O)Cn2c3ccccc3c(=O)c3ccccc32)c(C)n1-c1ccc(Cl)cc1	-2.4
N#Cc1ccc(Oc2ccc(C#N)c(C#N)c2)cc1C#N	-2.0
Cc1ccc(NC(=S)NC(=O)C2CC2)c(C)c1	-0.1
O=C(NC(=S)N1CCN(C/C=C/c2ccccc2)CC1)c1ccco1	-2.4
COc1ccccc1CN(Cc1cc2cc(C)ccc2[nH]c1=O)Cc1nnnn1Cc1ccco1	-2.9
Cc1ccc(-c2nc(N)sc2CC(=O)OCC(=O)NC2CCCC(C)C2C)cc1 (stereo not drawn)	15*
CC1CCCCC1NC(=O)COC(=O)C12CC3CC(CC(Cl)(C3)C1)C2 (stereo not drawn)	2.5
O=C(NCCNCc1ccccc1)c1ccco1	1.9

# Part of the list above, reformatted:
TTR transcr act | smiles
-2.5 | O=[N+]([O-])c1cc([N+](=O)[O-])c2cccnc2c1Oc1ccccc1O
1.8 | O=C(COC(=O)CCC(=O)c1ccc(Cl)cc1)NC1CC1
1.0 | CN(CCO)c1cc(N2CCCCC2)c2nonc2c1[N+](=O)[O-]
-2.4 | Cc1cc(/C=N/NC(=O)Cn2c3ccccc3c(=O)c3ccccc32)c(C)n1-c1ccc(Cl)cc1
-2.0 | N#Cc1ccc(Oc2ccc(C#N)c(C#N)c2)cc1C#N

# Next compounds follow.
Structure	TTR transcr act
O=C(O)c1ccc(N/N=C/C(Br)=C/c2ccccc2)cc1	-0.8
O=C1CCCCC(=O)c2ccccc2N1	2.9
Cc1oc(-c2ccccc2Cl)nc1CSc1nc2c(c(=O)[nH]1)CCC2	-0.3
Cc1cc2nc(Cl)c(Cl)nc2cc1C	-0.4
CC1CC(C)CN(C(=O)c2cc(-c3ccccn3)nc3ccccc23)C1 (stereo not drawn)	-0.2
CC(C)C[C@H](NC(=O)Nc1ccccc1F)C(=O)O	1.9
Cc1ccc(-n2c(SCC(=O)NCc3cccs3)nnc2-c2ccoc2C)cc1	-1.2
CCn1c(=O)n(CC)c2cc(N3CCCC3)c(NC(=O)c3ccccc3C)cc21	-0.8
O=C(CCc1nc(-c2ccccc2F)no1)Nc1ccc(Oc2ccccc2)cc1	-8.5
N=C1C(c2ccccc2)=C(O)CN1c1cccc(S(N)(=O)=O)c1	1.6
CN(C)CCNc1ccc(Cl)cc1[N+](=O)[O-]	-1.6
CCCOc1ccc(F)cc1-c1cc(C(=O)NC(C)C)[nH]n1	5.0
O=C(CSc1nnc(-c2ccccc2)o1)NCC1CCCCC1	12*
Cc1ccc(N2CC(=O)Nc3c(oc4nc(-c5ccccc5)cc(C)c34)C2=O)cc1	-1.3
COc1cccc(-n2cnc3sc(C)c(C)c3c2=O)c1	1.2
COc1ccc(S(=O)(=O)c2ccc(O)cc2)cc1	-0.3
O=C(NCc1ccco1)C12CN(Cc3ccccc3)CC1C(c1cccc([N+](=O)[O-])c1)=NO2 (stereo not drawn)	0.7
COc1ccc(-c2c(C#N)c(N)n(N)c(=O)c2C#N)cc1Cl	1.6
Cc1cc(C(=O)Nc2ccccc2C(F)(F)F)no1	-0.3
O=C(O)CCCC(=O)Nc1ccccc1C(=O)O	0.4
CCCCN1c2cc(C)c(O)cc2C(C(=O)OCC)C1C (stereo not drawn)	-1.5
CC(C)(C)S(=O)(=O)Cc1nc(-c2ccc(Cl)c(Cl)c2)cs1	-1.5
O=C(CCN1C(=O)/C(=C/c2cccs2)SC1=S)Nc1ccc(C(=O)O)cc1	1.4
CCCCC[C@H]1CN(C2CCCCC2)C(=O)[C@@H]1CC(=O)NCc1ccc(OC)cc1	-1.9
COc1cccc(C(=O)N(c2ccc(OC)cc2OC)C2C=CS(=O)(=O)C2)c1 (stereo not drawn)	-2.4
Cc1ccc(NS(=O)(=O)c2cc(Br)cnc2N)c(Cl)c1	-0.7
O=C(COc1ccc(S(=O)(=O)N2CCCC2)cc1)NCc1cccnc1	0.8
Cn1c(NC(=O)c2cccc(C(F)(F)F)c2)cc(=O)n(C)c1=O	0.2
Cn1cccc1CC(=O)NNC(=O)Nc1ccc(Cl)cc1	0.8
COc1ccccc1CCNC(=O)c1cnn2c(C(F)F)cc(C)nc12	-0.8
O=C(CSc1cccc[n+]1[O-])c1ccc(Cl)s1	1.4
CC(=O)Nc1cc2c3c(c1)CC(=O)N3CCC2	3.0
Cc1ccc(OCCNC(=O)CCNC(=O)c2ccc(Cl)cc2)cc1	-0.7
O=C(CCCCCCCCCCC(=O)NCc1cccnc1)NCc1cccnc1	4.6
O=C1OC(c2cccs2)=N/C1=C\c1ccc(-c2cccc(Cl)c2)o1	0.7
COC(=O)[C@]12C[C@H](CC(=O)NCCc3ccccc3OC)C(=O)N(Cc3ccc(Cl)cc3Cl)C1=C[C@H](C(C)C)O[C@@H]2C1CC1	3.0
CCn1ccnc1CN1CCN(CC=C(C)C)C(CCO)C1 (stereo not drawn)	-1.8
CCNC(=O)COC(=O)c1cc(S(=O)(=O)N2CCCCC2)ccc1C	-0.8
Cn1c(=O)cc(OCCCC(=O)Nc2cccnc2)c2ccccc21	7.2
COC(=O)c1ccc(CN2CCC(Oc3cccc(C(=O)N4CCCC4)c3)CC2)cc1	-2.6
CC1Cc2ccccc2N1S(=O)(=O)c1cccc(C(=O)c2nccn2C)c1 (stereo not drawn)	2.9
CCOC(CC(=O)NNC(=O)c1c(-c2ccccc2Cl)noc1C)OCC	1.3
Cn1c(SCC(=O)NCc2ccco2)nnc1-c1ccccc1	-3.0
N#CCCCc1cc2cc(F)ccc2cn1	4.4
Cc1[nH]c(=O)c(C(=O)/C=C/c2ccccc2)c2c1CCCC2	-3.1
CC1CC(=O)Nc2ccccc2N1C(=O)Cn1cnc2ccccc2c1=O (stereo not drawn)	0.2
O=C(NCCCN1CCCC1=O)c1cccnc1	0.3
Cc1cccc(C)c1NC(=O)C1CCCN(CCCc2ccccc2)C1 (stereo not drawn)	-0.8

# 2 of the compounds above, with the structure last:
TTR transcr act	Molecule
-3.1	Cc1[nH]c(=O)c(C(=O)/C=C/c2ccccc2)c2c1CCCC2
0.2	CC1CC(=O)Nc2ccccc2N1C(=O)Cn1cnc2ccccc2c1=O (stereo not drawn)

# The listing continues.
Structure	TTR transcr act
CS(=O)(=O)N(CC(=O)N1CCC(C(N)=O)CC1)c1ccc(Cl)c(C(F)(F)F)c1	1.2
Cc1c(C#N)c2ncn(CCCN(C)C)c(=O)c2n1-c1ccccc1	2.9
Cc1cccc(OCc2nc(-c3ccc(-n4cccc4)cc3)no2)c1	-0.3
CC1(C)N=C(c2ccccc2)C(c2ccccc2)=N1	1.0
Cc1coc2cc3oc(=O)c(Cc4ccccc4)c(C)c3cc12	-0.3
CCOC(=O)CNS(=O)(=O)c1ccc(S(=O)(=O)NC2CC2)cc1	0.3
Cc1ccc(NC(=O)c2cccc3cccnc23)cc1	-2.9
O=C(CN1C(=O)C2C3C=CC(C3)C2C1=O)Nc1ccc(F)cc1 (stereo not drawn)	-1.1

# Laid out differently: results already given
COC(=O)c1cc(S(=O)(=O)Nc2cc(S(=O)(=O)N(C)C)ccc2C)oc1C
  TTR transcr act = 0.5

Cc1cccc(C)c1NC(=O)CN1C(=O)C2CC=CCC2C1=O (stereo not drawn)
  TTR transcr act = -0.8

# An excerpt; rates above refer to the full screens.
